# Bioassay records as filed in PubChem.
# CHRM5 PAM = potentiates acetylcholine response at human M5 receptor; P08912; CHO-K1 hM5, Fluo-8 calcium, ACh EC20 PAM; 0% = ACh EC20, 100% = ACh EC100; activation, % at 3 µM; 360,000 tested, 0.3% active;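 active means activation above the run cutoff, the mean activation of all test compounds plus 3 SD, cut at about 18% in these data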
# Target sequence (P08912 whole entry, looked up): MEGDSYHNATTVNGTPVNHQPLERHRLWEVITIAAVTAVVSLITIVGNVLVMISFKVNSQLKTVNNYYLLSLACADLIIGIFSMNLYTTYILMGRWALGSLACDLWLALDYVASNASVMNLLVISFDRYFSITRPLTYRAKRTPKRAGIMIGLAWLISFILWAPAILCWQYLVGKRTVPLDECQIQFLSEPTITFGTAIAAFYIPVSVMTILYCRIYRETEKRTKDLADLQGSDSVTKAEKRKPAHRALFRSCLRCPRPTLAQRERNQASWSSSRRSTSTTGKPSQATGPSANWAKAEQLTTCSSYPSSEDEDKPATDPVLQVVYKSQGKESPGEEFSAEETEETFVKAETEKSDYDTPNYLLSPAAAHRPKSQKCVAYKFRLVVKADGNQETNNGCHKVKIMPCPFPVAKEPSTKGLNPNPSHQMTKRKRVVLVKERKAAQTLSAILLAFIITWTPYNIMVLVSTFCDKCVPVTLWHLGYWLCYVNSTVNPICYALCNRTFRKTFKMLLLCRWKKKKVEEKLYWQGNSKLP
#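 Assay system: CHO-K1 hM5 cells / Incubation: Fluo-8 loading 80 min at 37 °C plus 30 min room temperature / Technique: Fluo-8 calcium dye fluorescence, kinetic read / Repeats: single replicate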
# CHO-K1 Ca antag = counter-screen for M1 antagonists: effect in parental CHO-K1 cells. inhibition, % at 3 µM. AID 602250. 360,000 tested, 0.6% active. ATP-induced calcium, Fluo-8 fluorescence;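 active means inhibition above a per-plate cutoff, the plate's mean sample inhibition plus 3 SD, cut at about 24% in these data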;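 further: 0% = DMSO plus EC80 ATP and 100% = DMSO alone without ATP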
# CHO-K1 Ca ag = M1 agonist counterscreen hit in parental CHO-K1 cells. Fluo-8 calcium fluorescence; scaled to maximal ATP response, vehicle zero. activation, % at 3 µM. 360,000 tested, 0.48% active. AID 602248; in the data active means activation above about 15%;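 further: untransfected CHO-K1 host cells lacking M1 receptor as counterscreen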
# M5 antag = blocks acetylcholine activation of human M5 receptor; P08912; CHO-hM5 cells, Fluo-8 calcium fluorescence, ACh EC80; inhibition, % at 3 µM; 360,000 tested, 0.59% active; AID 624040;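 active means inhibition above a per-plate cutoff, the mean of that plate's test compounds plus 3 SD, cut at about 27% in these data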;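 further: 0% = acetylcholine EC80 with DMSO and 100% = DMSO without agonist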
# M5 ag = CHRM5 agonism in calcium assay | P08912 | CHO-K1 hM5 cells, Fluo-8 calcium fluorescence; 0% DMSO wells, 100% maximal acetylcholine response | activation, % at 3 µM | 360,000 tested, 0.19% active | AID 624037;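 active means activation above the run's mean over test compounds plus 3 SD, cut at about 23% in these data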;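 further: signal is peak over basal fluorescence ratio across the kinetic read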
# CHRM4 PAM = potentiates acetylcholine response at human M4 receptor; CHO-K1 hM4/Gqi5, Fluo-8 calcium fluorescence, ACh EC20; 0% = ACh EC20, 100% = maximal ACh; 360,000 tested, 0.4% active; activation, % at 3 µM; P08173;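 active means activation above its plate's cutoff, the mean activation of sample wells plus 3 SD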; further: some results filed as inactive read as strong as hits
# Target sequence (P08173 whole entry, looked up): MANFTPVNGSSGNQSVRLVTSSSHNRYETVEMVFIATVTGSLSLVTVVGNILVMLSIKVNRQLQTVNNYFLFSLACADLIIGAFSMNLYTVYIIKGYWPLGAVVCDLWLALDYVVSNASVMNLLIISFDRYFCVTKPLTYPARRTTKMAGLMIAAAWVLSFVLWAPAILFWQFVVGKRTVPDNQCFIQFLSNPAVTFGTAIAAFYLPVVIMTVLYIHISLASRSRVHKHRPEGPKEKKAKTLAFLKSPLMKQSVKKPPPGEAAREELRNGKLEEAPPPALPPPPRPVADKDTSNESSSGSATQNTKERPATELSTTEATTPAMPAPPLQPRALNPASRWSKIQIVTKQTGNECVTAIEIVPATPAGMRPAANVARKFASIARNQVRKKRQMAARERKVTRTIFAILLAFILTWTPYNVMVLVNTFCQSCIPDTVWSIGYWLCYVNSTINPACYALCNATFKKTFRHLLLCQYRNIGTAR
# M4 antag = CHRM4 antagonism in calcium assay | AID 624125 | 360,000 tested, 0.73% active | CHO-hM4 cells, ACh EC80, Fluo-8 calcium fluorescence | P08173 | inhibition, % at 3 µM;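 active means inhibition above its plate's cutoff, the mean inhibition of sample wells plus 3 SD, cut at about 27% in these data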;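 further: 0% = acetylcholine EC80 with DMSO and 100% = DMSO without agonist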
# CHO-K1 Ca PAM = counter-screen for M1 PAMs: effect in parental CHO-K1 cells | ATP EC20, Fluo-8 calcium fluorescence; 0% at ATP EC20, 100% at ATP max | activation, % at 3 µM | 360,000 tested, 0.02% active;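 active means activation above the run cutoff, the mean activation of all test compounds plus 3 SD, cut at about 40% in these data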;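 further: peak over basal fluorescence ratio in a 140 s read after ATP addition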
# M4 ag = CHRM4 agonism in calcium assay; CHO-K1 hM4/Gqi5, Fluo-8 calcium fluorescence; vehicle 0%, full acetylcholine response 100%; activation, % at 3 µM; 360,000 tested, 0.14% active;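 active means activation above the run mean over all test wells plus 3 SD, cut at about 32% in these data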;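 further: peak over basal fluorescence ratio per well then scaled between controls; 0% = DMSO wells and 100% = acetylcholine at EC100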
# Numbers without * were called inactive; x = not tested or not shown.
SMILES,CHRM5 PAM,CHO-K1 Ca antag,CHO-K1 Ca ag,M5 antag,M5 ag,CHRM4 PAM,M4 antag,CHO-K1 Ca PAM,M4 ag
CCOc1ccc(-c2nc(C#N)c(NCC(C)C)o2)cc1,-7,-5,-0.1,3,-5,-3,0,9,-2
O=C(O)c1sccc1Oc1ccc(NS(=O)(=O)c2ccc(Cl)cc2)cc1,-10,-7,5.8,18,1,-6,17,15,18
CC1c2ccccc2-c2ccccc2N1C (stereo unspecified),-2,-8,0.4,8,-10,1,9,3,2
CC(=O)Nc1ccc(N2S(=O)(=O)c3ccccc3S2(=O)=O)cc1,-2,-11,1.1,-4,-2,-5,-1,20,1
O=C(NCc1ccco1)Nc1ccc(Br)cc1Cl,-8,-8,-0.1,10,-6,5,12,10,-2
COc1ccc(C2(C)NC(=O)N(Cc3cc(Cl)cc4c3OCOC4)C2=O)cc1OC (stereo unspecified),-8,-5,1.4,3,5,4,-2,0,5
COc1ccc(CC(=O)Oc2ccc(F)cc2)cc1,-1,-13,0.3,-4,-3,-4,6,8,-1
O=C(O)CN=C(NS(=O)(=O)c1ccc(Cl)cc1)c1ccc(F)cc1,9,-13,1.9,-5,1,-1,2,17,0
Cc1sc2nc(-c3ccc(Br)cc3)oc(=O)c2c1C,4,-11,0.8,-12,6,0,-9,26,0
COc1ccccc1CNC(=O)C1CCC(=O)N1C(C)C (stereo unspecified),-1,-2,0.3,-2,0,-7,0,1,0
CC(C)CCNC(=O)c1cc(S(=O)(=O)N2CCc3ccccc32)cn1C,-12,1,1.1,-2,-1,-7,0,5,5
Cc1cnc(C(=O)OCc2ccc(Br)cc2)cn1,1,-13,1.3,10,-2,-4,14,6,-1
CC(C)=NNc1nc2c(c(=O)[nH]c(=O)n2C)n1CCc1ccccc1,-2,12,-0.4,12,-4,5,0,-13,1
Cc1ccc(-c2cc(C(=O)N/N=C/c3c(C)nn(-c4ccccc4)c3C)n[nH]2)s1,-12,17,1.4,14,-2,-5,-1,-12,8
CCOc1cc(/C=N/O)cc(Br)c1OCC(=O)NCc1ccccc1,-1,-13,0.6,-5,-1,4,-3,21,1

# Next part; it opens with the four that closed the last part.
SMILES,CHRM5 PAM,CHO-K1 Ca antag,CHO-K1 Ca ag,M5 antag,M5 ag,CHRM4 PAM,M4 antag,CHO-K1 Ca PAM,M4 ag
Cc1cnc(C(=O)OCc2ccc(Br)cc2)cn1,1,-13,1.3,10,-2,-4,14,6,-1
CC(C)=NNc1nc2c(c(=O)[nH]c(=O)n2C)n1CCc1ccccc1,-2,12,-0.4,12,-4,5,0,-13,1
Cc1ccc(-c2cc(C(=O)N/N=C/c3c(C)nn(-c4ccccc4)c3C)n[nH]2)s1,-12,17,1.4,14,-2,-5,-1,-12,8
CCOc1cc(/C=N/O)cc(Br)c1OCC(=O)NCc1ccccc1,-1,-13,0.6,-5,-1,4,-3,21,1
Cc1cccc(CC2S/C(=N/N=C/c3ccco3)N(c3ccccc3)C2=O)c1 (stereo unspecified),-13,-2,3.3,-2,-1,-7,-6,1,7
CC(Sc1ncccn1)C(=O)Nc1ccc2c(c1)OCO2 (stereo unspecified),-2,-21,1.0,2,1,-3,4,23,-1
CC(=O)Nc1ccc(C(=O)N2CCCCC2c2cc(C(=O)NCc3ccccc3)no2)cc1 (stereo unspecified),-6,1,0.3,-1,0,-1,-17,3,2
Cn1nccc1C(=O)Nc1cc(Cl)ccc1Cl,3,-12,-0.7,-2,-1,0,-4,25,0
COc1ccc(C2(c3ccc(OC)cc3)NC(=O)N(CC(=O)NC3CCCC3)C2=O)cc1,0,0,0.0,4,2,8,-3,2,3
COc1ccc(OC)c(CCNC(=O)CS(=O)(=O)Cc2nc(-c3ccc(C)cc3)oc2C)c1,-3,12,-0.3,2,-1,6,-1,-6,0
C=CCN(c1ccccc1)S(=O)(=O)c1ccc2c(c1)N(C(C)=O)CCO2,3,-7,1.6,2,-5,1,2,-9,3
Cc1ccc2c(C(=O)CN3CCN(C(=O)c4ccco4)CC3)c(C)[nH]c2c1,5,19,0.6,-4,-1,-4,-2,-22,0
O=C(CSc1cccc(C(F)(F)F)c1)NCc1ccccc1,2,-5,0.9,3,-4,5,6,14,1
CC(C)CCN1C(=O)c2ccc(-c3nc4ccccc4c(=O)o3)cc2C1=O,5,-9,-0.2,-3,4,-3,-2,-4,1
O=C(CSc1nnc(SCc2ccc(Cl)cc2)s1)N/N=C/c1ccc(Cl)cc1Cl,6,-9,0.6,9,0,7,0,13,1
Cc1c(C(=O)Nc2ccc(Cl)cn2)oc2ccccc12,1,18,-0.3,3,-1,1,10,-4,0
C=CCNCCOc1ccc(C)cc1[N+](=O)[O-],7,-3,-0.1,1,-3,14,-1,11,1
CCC(C(=O)NCc1ccc(C)cc1)c1ccccc1 (stereo unspecified),2,-6,0.0,-10,-8,-1,-4,7,0
Cc1cc(C)n(-c2ccc(S(N)(=O)=O)cc2[N+](=O)[O-])n1,-5,-3,0.6,12,-1,-1,-4,-1,1
Fc1cccc(NC(=S)NCCCN2CCOCC2)c1,-1,-2,2.4,-7,-4,12,4,15,0
O=C(/C=C/c1cccc([N+](=O)[O-])c1)OCC(=O)N1CCN(C(=O)c2ccco2)CC1,-2,5,0.2,-9,4,-1,-6,-7,2
CCOc1ccc(Br)cc1S(=O)(=O)Nc1ccc(C(=O)OC(C)C(=O)N(C)c2ccccc2)cc1 (stereo unspecified),-4,11,0.1,5,-2,-1,7,-12,2
COc1ccccc1N1C(=N)S/C(=C\c2ccc(-c3ccccc3C(=O)O)o2)C1=O,-2,-8,1.5,7,-1,11,8,0,2
Cc1ccc(NC(=S)N(CCCN2CCCC(C)C2)Cc2ccco2)cc1C (stereo unspecified),5,0,0.2,-2,-7,-3,-1,13,2
CC(=O)N=C1SC2CS(=O)(=O)CC2N1Cc1ccc(C)cc1 (stereo unspecified),0,0,1.8,5,1,-2,1,1,1
COc1ccc(/C=C2\SC(=O)N(CC(=O)Nc3ccc(O)cc3)C2=O)cc1OC,3,-8,0.5,2,-3,0,0,3,2
CN1CCN(NC(=O)Nc2cccc(F)c2)CC1,-12,3,5.7,16,-6,0,-7,3,11
CCOC(=O)Cc1cc(=O)n2[nH]c(-c3ccccc3)c(-c3ccccc3)c2n1,6,0,1.8,-4,2,6,-6,4,0
O=C(NCc1nc2ccccc2[nH]1)c1ccc(S(=O)(=O)N2CCCC2)cc1,4,-28,2.9,2,-8,1,-18,18,5
COc1cc(C=O)ccc1OCc1ccc(Cl)nc1,-2,-6,1.9,13,1,-8,-5,4,6
COc1ccccc1C(=O)NC(=O)CSc1ccc(C)c(C)c1,-1,-5,-0.5,18,-2,2,-9,11,-1
O=C1c2cccc(OCc3ccc(F)cc3)c2CCN1Cc1ccc(F)cc1,-11,9,2.3,23,2,-6,9,4,1
CCOC(=O)c1[nH]c2c(c1C)C(=O)CC(c1ccc(OCC)c(OC)c1)C2 (stereo unspecified),-1,-3,0.6,-5,3,2,-2,6,2
COc1ccc(Cn2nnnc2C(c2ccc(F)cc2)N2CCN(C3CCCC3)CC2)cc1 (stereo unspecified),6,4,0.9,7,-3,12,5,-8,3
Cc1ccc2nc(C3CCN(CC(=O)Nc4ccc5c(c4)OCCO5)CC3)[nH]c2c1,1,-24,0.6,-4,-5,-2,-14,29,2
O=C(Nc1ccc(OCC(=O)N2CCOCC2)cc1)c1ccccc1F,1,-21,1.9,5,-3,0,11,24,2
COC(=O)[C@]12CCCCC=C1N(Cc1ccccc1)C(=O)[C@H](CC(=O)N1CCSCC1)C2,-7,3,4.5,7,6,-4,-1,-7,16
Cc1nn(C)c(Oc2cccc(C(F)(F)F)c2)c1C=O,3,3,-0.3,5,-2,0,0,-2,1
O=C1N[C@H](Cc2c[nH]c3ccccc23)COC(=O)[C@H](Cc2ccc(F)cc2)C/C=C\C[C@H]1CC(=O)N(CCO)Cc1ccccc1,-16,-2,-0.3,19,1,-4,9,-1,x
C[C@H]1CN([C@@H](C)CO)C(=O)CCCn2cc(nn2)CO[C@@H]1CN(C)S(=O)(=O)c1ccc(C#N)cc1,-2,-16,0.1,-1,1,6,-13,26,0
Cn1c(CCNS(=O)(=O)c2ccccc2)nc2cc([N+](=O)[O-])ccc21,0,-4,1.8,14,-4,-7,12,18,1
N/C(=N\NC(=O)c1ccccc1)c1cc2ccccc2oc1=O,4,2,0.4,0,3,-3,12,3,1
CCCN(CCC)CCNC(=O)c1cc2c(-c3ccc(Cl)cc3)nn(C)c2s1,-11,4,0.6,-5,-7,-2,3,-6,3
Cc1cc(Cl)ccc1OC(C)C(=O)Nc1cnn(CCCC(=O)O)c1 (stereo unspecified),2,1,-0.2,-15,0,1,-4,3,1
C[C@@H]1CN([C@@H](C)CO)C(=O)c2cc(Br)cnc2O[C@H]1CN(C)C(=O)NC1CCCC1,3,-7,1.6,-6,-1,0,-12,0,2
COc1nc(OC)nc(Oc2ccc([N+](=O)[O-])cc2Cl)n1,1,-6,0.3,-4,-4,-2,0,12,0
COc1ccc(Cl)cc1NC(=O)CN(C)C(=O)C1COc2ccccc2O1 (stereo unspecified),-6,-11,2.9,10,-4,12,-19,-2,12
CCOC(=O)CCC(NC(=O)CCC(=O)NC(CCC(=O)OCC)C(=O)OCC)C(=O)OCC (stereo unspecified),1,-1,-0.8,2,-1,5,3,7,1
CCOC(=O)C1CCN(C(=O)c2cccnc2Cl)CC1,-3,-1,0.7,1,0,1,-2,13,0
COC(=O)c1ccc(CN(C)S(=O)(=O)c2cccs2)cc1,9,-8,3.1,-7,-1,-3,3,2,1
C#CCSc1nnc(-c2c[nH]c3ccccc23)n1C,-2,11,0.7,-2,-1,1,-23,-5,3
Cc1ccc2c(c1)N(C(C)C(=O)NCCc1ccccc1)C(=O)CO2 (stereo unspecified),-2,-7,0.5,-1,-3,-3,3,15,0
CS(=O)(=O)Nc1ccc(-c2nnc3n2CCCCC3)cc1,-1,-9,-0.5,8,-2,-5,4,16,1
O=C(NCc1ccc2c(c1)OCO2)C1CCCN(S(=O)(=O)c2cccc3nonc23)C1 (stereo unspecified),-3,0,0.8,-16,-5,-7,0,0,2
CC1CN(S(=O)(=O)c2ccc(NC(=O)CCN3C(=O)c4ccccc4C3=O)cc2)CC(C)O1 (stereo unspecified),-4,10,1.1,2,2,2,-2,17,2
COc1ccc(OCC(=O)NCc2ccc(Cl)cc2)cc1,5,-15,0.1,12,-8,-10,3,16,0
COc1ccc(S(=O)(=O)N2CCC(C(=O)NCCN3CCOCC3)CC2)cc1C,4,-6,0.3,3,0,6,-17,23,0
CN(C)CCNC(=O)CNC(=S)N(Cc1ccccc1)Cc1ccccc1F,4,-20,1.2,3,-2,-1,-7,18,1
CN(CC(=O)Nc1ccc(S(=O)(=O)N(C)C)cc1)Cc1ccc(C(F)(F)F)cc1,3,-17,3.9,4,5,0,8,12,5
C/C(=N\NC(=O)CC(C)C)c1ccc(N2CCCCC2)cc1,2,-1,0.0,2,-4,-6,12,21,-1
CCOC(=O)c1csc(NC(=O)c2cc(-c3ccccn3)nc3ccccc23)n1,0,-1,0.5,-2,6,3,-8,3,1
O=C(CCCCCn1c(=S)[nH]c2ccc(Br)cc2c1=O)NCC1CCCO1 (stereo unspecified),-4,7,0.3,3,2,3,3,0,1
